# Assay outcomes from PubChem BioAssay.
# STAT3 activator = IL-6 driven STAT3 reporter potentiators, primary screen, U3A cells, luciferase, luminescence, MLSCN library | IL-6 STAT3-luciferase reporter; 100% = signal with IL-6 EC80 alone | activation (% of control), % at 5.6 µM | hit rate 0.91% among 190,000;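 active = activation above the screen-wide mean of compound activation plus 3 SD, cut at about 130% in these data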;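 note: 0% = background luminescence of wells with medium and substrate only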
#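 system = STAT3-luciferase reporter U3A cells | reagent = IL-6 stimulus at 33 ng/mL final | timing = 1 h compound pre-exposure, 6 h IL-6 stimulation, 37 °C | measured by = luminescence | evaluation = % activation versus median of IL-6-stimulated wells | control set = IL-6-only wells as 100% reference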
# Diaph inh CS = diaphorase inhibitors and chemical oxidizers, primary screen, counter-screen for diaphorase-coupled primary assays, biochemical, uHTS, resorufin fluorescence; diaphorase resazurin-to-resorufin fluorescence, NADH, 16 min; bacterial (C. kluyveri) enzyme, not human; inhibition, % at 20 µM; hit rate 0.69% among 190,000;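 active = primary screen inhibition at 20 µM above a set limit, cut at about 50% in these data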;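 note: plate controls were DMSO with full reaction for no effect and wells lacking NADH for full effect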
#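 Assay system: diaphorase enzyme from Clostridium kluyveri. Quantity: enzyme working solution with 0.14 U/mL diaphorase. Schedule: reaction incubation of 16 min at room temperature. Technique: resorufin fluorescence, excitation 544 nm, emission 590 nm. Controls: No-NADH positive control and DMSO neutral control.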
# Hsp70 act = Hsp70 transcriptional activators, primary screen, cell-based, HeLa, Hsp70 promoter luciferase, luminescence, 10 µM | activation, % at 10 µM | hit rate 0.04% among 200,000 | HeLa Hsp70 promoter luciferase reporter; scaled: vehicle 0, proteasome-inhibitor control 100%;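 active = activation above the mean across all tested compounds plus 3 SD, cutoff set per campaign, cut at about 5.5% in these data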;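 note: 100% = MG132 at 30 µM as the positive control and 0% = DMSO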
# APP transl inh = inhibitors of APP translation via 5'UTR reporter, primary screen, APP 5'UTR luciferase, SH-SY5Y cells. SH-SY5Y APP 5'UTR-luciferase reporter, luminescence. inhibition, % at 2 µM. hit rate 0.82% among 190,000. AID 1285, 2008;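 active = inhibition above a set limit, derived from the sample mean plus 3 SD, cut at about 45% in these data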; note: values of inactives mirror those of a sister screen read the other way
# Diaph act CS = compounds boosting diaphorase resazurin reduction – biochemical, uHTS, resorufin fluorescence, counter-screen for diaphorase-coupled primary assays, primary screen. Diaphorase/resazurin coupled assay, 16 min; stronger effect = higher value; 1 = vehicle wells, 0 = NADH-free wells. activation factor at 20 µM. hit rate 0.005% among 190,000;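 active = diaphorase activity raised at least twofold by the compound at 20 µM; inactive = activation factor below 2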
#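 Material: bacterial diaphorase enzyme (C. kluyveri); amount: enzyme 0.07 U/mL final; reagent: NADH substrate 0.114 mM plus resazurin dye 0.1 mM, final; doses: single compound dose of 20 µM, 1% DMSO final; timing: 16 min enzyme reaction, ambient temperature; measured by: fluorescence of resorufin, 544 nm excitation, 590 nm emission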
# STAT1 activator = STAT1 signaling activators, primary screen, cell-based, HTS, luciferase reporter; activation (% of control), % at 5.5 µM; NIH 3T3 STAT1-luciferase reporter, IFN-gamma, luminescence; 100% = IFN-gamma alone, no compound; AID 932, 2007; hit rate 2.6% among 200,000;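 active = activation above the screen-wide mean activation plus 3 SD, cut at about 130% in these data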;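 note: raw ratio to IFN-gamma control signal so 100% means no change and 0% no light; values of inactives mirror those of a sister screen read the other way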
# STAT1 inh = STAT1 signaling inhibitors, primary screen, cell-based, HTS, luciferase reporter. NIH 3T3 STAT1-luciferase reporter, IFN-gamma, luminescence. inhibition, % at 5.5 µM. hit rate 0.35% among 200,000;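 active = inhibition above a set limit, the mean inhibition across all tested compounds plus 3 SD, cut at about 34% in these data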;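 note: 0% = IFN-gamma with DMSO and 100% = IFN-gamma with 300 µM nifuroxazide; values of inactives mirror those of a sister screen read the other way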
# STAT3 inh = IL-6 driven STAT3 reporter inhibitors, primary screen, U3A cells, luciferase, luminescence, MLSCN library; hit rate 0.89% among 190,000; inhibition, % at 5.5 µM; IL-6 STAT3-luciferase reporter; host cell line lacks STAT1;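 active = inhibition above the mean inhibition across all screened compounds plus 3 SD, cut at about 44% in these data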;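 note: 0% = DMSO only wells and 100% = 100 µM nifuroxazide control wells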
# G6PDH counter = L. mesenteroides G6PDH inhibitors, counter-screen for G6PDH-coupled screening assays, biochemical, Leuconostoc mesenteroides enzyme. inhibition, % at 5 µM. Purified L. mesenteroides G6PDH, diaphorase/resazurin coupled fluorescence, 45 min. hit rate 0.12% among 200,000. AID 1020, 2008. glucose-6-phosphate dehydrogenase [Leuconostoc mesenteroides]; in the data active = inhibition above about 50%
# TLR4-MyD88 BLA = inhibitors of TLR4-MyD88 association in cells, primary screen, cell-based, HeLa CL3-4, BLA complementation, FRET ratio; HeLa CL3-4 TLR4/MyD88 BLA complementation; inhibition, % at 8.4 µM; hit rate 0.18% among 200,000; in the data active = inhibition above about 25%;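 note: 0% = vehicle and 100% = reference inhibitor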
# Target sequence (O00206 whole entry, looked up): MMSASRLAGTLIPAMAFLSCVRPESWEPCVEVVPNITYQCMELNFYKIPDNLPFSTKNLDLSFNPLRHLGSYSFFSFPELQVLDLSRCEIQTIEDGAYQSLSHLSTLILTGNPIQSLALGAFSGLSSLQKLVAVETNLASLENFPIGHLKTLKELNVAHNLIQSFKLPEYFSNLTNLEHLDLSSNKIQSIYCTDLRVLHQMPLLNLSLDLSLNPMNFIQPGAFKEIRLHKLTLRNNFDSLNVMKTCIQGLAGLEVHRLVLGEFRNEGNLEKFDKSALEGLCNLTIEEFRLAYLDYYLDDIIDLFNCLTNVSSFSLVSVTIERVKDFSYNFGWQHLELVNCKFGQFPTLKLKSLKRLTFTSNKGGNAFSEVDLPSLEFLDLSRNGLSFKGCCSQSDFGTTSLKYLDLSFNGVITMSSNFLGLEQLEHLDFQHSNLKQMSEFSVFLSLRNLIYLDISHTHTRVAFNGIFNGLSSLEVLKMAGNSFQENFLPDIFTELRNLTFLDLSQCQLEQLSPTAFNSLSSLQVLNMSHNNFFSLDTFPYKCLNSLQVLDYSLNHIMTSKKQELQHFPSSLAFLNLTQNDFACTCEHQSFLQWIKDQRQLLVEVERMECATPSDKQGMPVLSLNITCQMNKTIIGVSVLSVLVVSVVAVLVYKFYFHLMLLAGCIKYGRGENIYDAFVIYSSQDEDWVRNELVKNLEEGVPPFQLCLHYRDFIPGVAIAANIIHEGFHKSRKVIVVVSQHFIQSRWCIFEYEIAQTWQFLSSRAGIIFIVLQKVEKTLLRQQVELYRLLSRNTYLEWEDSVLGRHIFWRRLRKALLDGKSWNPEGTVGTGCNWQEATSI
# Target sequence (Q99836 whole entry, looked up): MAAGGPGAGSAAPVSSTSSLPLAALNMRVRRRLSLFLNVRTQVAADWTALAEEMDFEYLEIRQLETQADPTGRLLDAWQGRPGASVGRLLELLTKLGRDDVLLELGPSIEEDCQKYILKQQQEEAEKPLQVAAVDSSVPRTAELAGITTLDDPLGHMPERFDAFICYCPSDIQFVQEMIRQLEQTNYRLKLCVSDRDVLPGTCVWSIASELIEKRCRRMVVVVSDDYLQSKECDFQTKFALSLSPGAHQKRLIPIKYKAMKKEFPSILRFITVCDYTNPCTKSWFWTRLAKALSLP
# Active calls of the source: *; . = no result given.
item	Compound	STAT3 activator	Diaph inh CS	Hsp70 act	APP transl inh	Diaph act CS	STAT1 activator	STAT1 inh	STAT3 inh	G6PDH counter	TLR4-MyD88 BLA
1	Cc1nnc(N/N=C/c2ccc([N+](=O)[O-])cc2)n1N	96	15	-0.3	-8	0.8	95	5	10	4	-7
2	COCc1nnc(NC(=O)CCC2CCCCC2)s1	103	10	0.3	12	0.9	100	0	-1	8	-5
3	COc1cccc(C(=O)Nc2cc([N+](=O)[O-])ccc2N2CCN(C)CC2)c1	106	1	-0.3	16	1	110	-11	-2	0	-14
4	Fc1cccc(Cc2noc(CN3CCSCC3)n2)c1	105	5	0.1	3	0.9	93	6	-2	10	0
5	O=C(CCn1c(=O)c2ccccc2n(CC(=O)NC2CCCC2)c1=O)NCCc1ccc(Cl)cc1	101	0	-0.2	-13	1	103	-3	0	5	7
6	C=CCNC(=O)C1CCN(c2cnccn2)CC1	109	-12	0.0	0	1.1	106	-5	-10	3	9
7	Clc1cccc(C[n+]2cc(-c3ccccc3)n3c2CCC3)c1	86	12	-0.4	-12	0.9	84	18	16	-1	13
8	Cc1ccc(NC(=O)Cn2cncc2-c2ccc([N+](=O)[O-])cc2)cc1C	91	5	-0.2	-8	0.9	99	2	17	2	-10
9	COC(=O)[C@@H]1CC[C@H](C)[C@@H](c2ccc(C)cc2)N1C(=O)c1ccc(/C=N/O[C@H](C)c2cn([C@@H]3COC[C@H]3O)nn2)cc1	107	27	-0.4	-2	0.7	97	4	-11	15	-20
10	COC(=O)c1sccc1NC(=O)c1ccncc1	88	-10	-0.2	-8	1.1	102	-2	17	3	-8
11	Cc1ccc(C(=O)CSc2nnc3c4ccccc4nc(Cc4ccccc4)n23)cc1	98	20	-0.3	-15	0.8	96	4	6	1	-5
12	COc1cc(NC(=O)COc2ccc(Br)cc2)ccc1NC(=O)C(C)C	87	-12	-0.2	-16	1.1	98	2	16	7	6
13	Cc1cc2c(cc1C)C(c1ccccc1Br)CC(=O)N2 (centres undefined)	97	2	-0.2	-6	1	93	7	6	9	-22
14	CCCc1nnc(SCC(=O)N2CCOCC2)n1CCCOC	109	13	0.2	19	0.9	103	-3	-4	7	6
15	O=C(COc1ccccc1)NCCc1cn2ccsc2n1	103	26	-0.1	6	0.7	107	-8	6	2	0
16	CC1CC(=O)N(c2ccc(NCCc3ccc(O)cc3)c([N+](=O)[O-])c2)C1=O (centres undefined)	108	13	-0.1	0	0.9	102	-4	4	3	-2
17	Cc1ccc(C(=O)N2CCSC2=S)cc1	102	-1	-0.3	17	1	105	-7	1	1	9
18	C=C(C)CSc1nc2nc(C)cc(C)n2n1	87	4	0.0	-22	1	100	3	19	-2	-12
19	CCOc1ccc2nc(-c3ccccc3)[nH]c2c1	59	15	-0.3	-142	0.8	139*	-43	50*	3	17
20	CC(=O)Nc1ccc(S(=O)(=O)Nc2nc3ccccc3nc2Sc2nncn2C)cc1	100	-3	-0.7	-12	1	96	4	8	8	-8
21	CC(=NC1CCCCC1)C1=C(O)c2ccccc2C1=O	110	24	0.4	-132	0.8	148*	-53	-4	7	-3
22	COc1ccc(CNC(=O)Cn2cncn2)cc1OC	98	8	-0.1	-3	0.9	102	-2	7	4	-2
23	Cc1nc2ccccc2c(=O)n1NC(=O)/C=C/c1ccc(Br)cc1	94	0	-0.5	4	1	93	8	8	-12	-11
24	Cc1ccccc1NC(=S)N1CCOCC1	102	-2	-0.1	-2	1	99	1	-2	0	-6
25	CC(=O)c1c(O)cc(=O)n(-c2ccccc2)c1-c1cccc2ccccc12	91	3	-0.1	5	1	97	4	13	7	5

# The results go on:
item	Compound	STAT3 activator	Diaph inh CS	Hsp70 act	APP transl inh	Diaph act CS	STAT1 activator	STAT1 inh	STAT3 inh	G6PDH counter	TLR4-MyD88 BLA
26	COC(=O)c1ccc2c(c1)SC1=C(CCCC1=O)N2	90	21	-0.1	-19	0.8	112	-13	16	-10	3
27	Cc1c(C(C)C)c(=O)n(-c2ccc(S(=O)(=O)NC3CCCCC3)cc2)n1C	57	1	-0.1	12	1	79	22	53*	4	12
28	CC(C)(C)C(=O)N1CCN(c2nc3ccccc3o2)CC1	101	13	-0.1	-8	0.9	98	0	5	1	-16
29	COc1cc(S(=O)(=O)Nc2ccc(C(=O)NCC(=O)O)cc2)ccc1NC(C)=O	100	-18	-0.2	-9	1.2	94	5	1	3	4
30	COc1ccc(NC(=O)CSc2nnc(Cc3ccccc3)o2)c(OC)c1	98	4	-0.4	-7	1	96	4	6	2	-11
31	Cc1ccc(NC(=O)C2CCN(S(=O)(=O)c3cnc[nH]3)CC2)nc1	93	10	0.1	-18	0.9	102	-1	14	6	4
32	COc1ccc2cc(S(=O)(=O)N3CCOCC3)ccc2c1	108	14	-0.2	-11	0.9	105	-5	-2	-7	9
33	CCOC(=O)c1oc2ccccc2c1NC(=O)COC	99	-23	-0.3	-2	1.2	104	-4	2	17	-4
34	O=C(OC(C(=O)Nc1ccc(Cl)cc1C(F)(F)F)c1ccccc1)c1c(Cl)cccc1Cl (centres undefined)	104	14	-0.2	2	0.9	102	-3	-1	10	3
35	Cc1ccc(-c2noc(CN3CCC(C(N)=O)CC3)n2)cc1	101	15	-0.3	-14	0.9	106	-7	5	17	8
36	Cc1ccc(C)c(S(=O)(=O)NC(C)C(=O)Nc2ccc(-c3nc4ccccc4s3)cc2)c1 (centres undefined)	105	5	0.0	-55	1	131*	-35	2	0	-4
37	Cc1cc(C)n2nc(CCCCc3nc4nc(C)cc(C)n4n3)nc2n1	104	.	-0.3	4	.	106	-6	2	24	3
38	Cc1cc(CNC(=O)[C@H]2C[C@@H]2[C@H](NP(=O)(c2ccccc2)c2ccccc2)c2ccccc2)nn1C	96	11	-0.1	10	0.9	100	0	2	20	-3
39	CCC(COC)NC(=O)CCc1nnc(Cc2cccc(C(F)(F)F)c2)o1 (centres undefined)	95	17	0.1	-22	0.8	114	-17	10	17	-3
40	CCc1cc(CNC(=O)CC2C(=O)NCCN2Cc2c(F)cccc2Cl)on1 (centres undefined)	94	3	-0.3	10	1	98	1	12	10	5
41	C/C(=N/NC(=O)CSc1nc2ccccc2n1C)c1ccncc1	102	2	0.7	4	1	99	1	4	5	-2
42	COC(=O)c1sc2ccccc2c1NC(=O)c1coc2ccccc2c1=O	105	10	-0.3	-3	0.9	97	3	-8	-32	-20
43	CCOc1ccc(C(=O)NN2C(=O)C3C4C=CC(O4)C3C2=O)cc1 (centres undefined)	100	3	0.1	-7	1	98	2	11	1	0
44	COc1cc2c(cc1NC(=O)CSc1nnc(Cc3cccs3)n1C)oc1ccccc12	113	36	0.0	2	0.6	101	-1	-12	-39	-1
45	O=C(O)c1ccc(CSc2nnc(-c3ccncc3)n2-c2ccc(Br)cc2)cc1	101	-1	-0.1	-15	1	103	-5	6	14	-12
46	CCO[C@H]1OC(C(=O)N2CCN(Cc3ccc4c(c3)OCO4)CC2)=C[C@@H](c2ccccc2)[C@@H]1CCCO	.	6	0.1	10	0.9	95	7	.	8	0
47	Cc1cc(N)ccc1NC(=O)c1ccccc1	98	14	-0.1	-10	0.9	102	-2	5	9	6
48	CCOC(=O)/C=C(/C)N1N=C(c2ccc(OC)cc2)CC1c1cccc([N+](=O)[O-])c1 (centres undefined)	96	-2	-0.2	1	1	107	-7	4	-20	4
49	O=C(Nc1ncc(Br)s1)C(Cc1ccccc1)n1cccc1 (centres undefined)	103	15	-0.3	-1	0.9	99	1	5	4	-3
50	CS(=O)(=O)N(CC(=O)NCCSCc1ccco1)c1ccc2c(c1)OCO2	103	7	-0.2	7	0.9	102	-4	1	23	-10

# Other entries follow:
item	Compound	STAT3 activator	Diaph inh CS	Hsp70 act	APP transl inh	Diaph act CS	STAT1 activator	STAT1 inh	STAT3 inh	G6PDH counter	TLR4-MyD88 BLA
51	CC(C)(C)CC(=O)O/N=C(\N)c1ccncc1	104	6	0.1	-13	0.9	102	-4	3	1	8
52	CCOc1ccccc1C(=O)N(Cc1ccccc1)Cc1cc2cc3c(cc2[nH]c1=O)OCCO3	108	.	-0.3	-3	.	104	-14	-7	.	10
53	COCc1[nH]nc2c1C(c1ccsc1)C(C#N)=C(N)O2 (centres undefined)	109	12	-0.1	-9	0.9	100	-1	-7	4	6
54	COC(=O)CSc1nnc(CNC(=O)c2ccc(OC)cc2OC)n1C	101	13	-0.2	-8	0.9	108	-8	0	2	1
55	CCC(Cc1ccccc1)NC(=O)Cn1ncc2ccsc2c1=O (centres undefined)	97	17	-0.2	-18	0.8	92	7	5	9	9
56	Cc1onc(-c2c(F)cccc2Cl)c1C(=O)Nc1nc2ccccc2[nH]1	113	-1	-0.1	-4	1	107	-8	-12	7	11
57	COC(=O)/C=C/c1cnc2ccccc2c1	92	-6	0.0	-45	1.1	118	-21	12	6	-23
58	COc1ccc(NC(=O)N2CCN(c3ccc([N+](=O)[O-])cc3)CC2)cc1OC	91	0	-0.2	-4	1	90	8	15	11	-3
59	NC(=O)CC1NC(=O)c2ccccc21 (centres undefined)	103	12	0.0	-4	0.9	103	-4	2	7	11
60	O=C(N/N=C1\CCCc2ccccc21)c1ccc([N+](=O)[O-])cc1Cl	94	-7	-0.2	9	1.1	108	-9	12	-1	-17
61	CCOc1ccc(C2=[N+]([O-])C(C)(C)N(O)C2(C)C)cc1	92	11	-0.2	-8	0.9	97	3	11	7	-11
62	COc1ccc(/C=N/N=C2/NC(=O)C(CC(=O)NC(C)C)S2)cc1 (centres undefined)	108	-11	0.0	-14	1.1	95	5	-2	5	4
63	CCOC(=O)c1ccc(NC2OC(=O)c3ccccc32)cc1 (centres undefined)	89	6	0.3	-9	0.9	98	2	15	5	-3

# Some of the entries so far, screen by screen.
58) COc1ccc(NC(=O)N2CCN(c3ccc([N+](=O)[O-])cc3)CC2)cc1OC
63) CCOC(=O)c1ccc(NC2OC(=O)c3ccccc32)cc1 (centres undefined)

Screen / compound no.	58	63
STAT3 activator	91	89
Diaph inh CS	0	6
Hsp70 act	-0.2	0.3
APP transl inh	-4	-9
Diaph act CS	1	0.9
STAT1 activator	90	98
STAT1 inh	8	2
STAT3 inh	15	15
G6PDH counter	11	5
TLR4-MyD88 BLA	-3	-3
